Rpn11 block – blocks the human proteasome subunit Rpn11; O00487; human 26S proteasome, Ub4-pepOG fluorescence polarization; 20S core pre-blocked with epoxomicin; calls only at 20 µM; actives 0.59% (n = 360,000); AID 588493;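 active = inhibition at 20 µM, scaled to each plate's controls, above about 33%, limit read from the data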
LMPTP inh – LMPTP (human) inhibition; recombinant LMPTP-A, OMFP fluorogenic substrate, fluorescence intensity; inhibition, % at 20 µM; actives 0.22% (n = 360,000);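 active = compounds that cut the enzyme signal by at least half of the control window in the single-dose screen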;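 note: plate controls were DMSO wells with enzyme plus substrate for no effect and substrate without enzyme for full effect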
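Assay system: LMPTP-A, protein tyrosine phosphatase of low molecular weight / Medium: pH 6.0 Bis-Tris buffer with DTT and Triton X-100 / Schedule: 50 min enzyme reaction at room temperature, protected from light / Measured by: endpoint fluorescence intensity from OMFP dephosphorylation / Read-out basis: % inhibition relative to no-enzyme and uninhibited control wells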
DNMT1 block – DNMT1 (human) enzyme inhibition. DNMT1 molecular beacon, Hinp1I cleavage, fluorescence. AID 588458. P26358. actives 0.83% (n = 360,000). inhibition (reported as % activation of signal), % at 10 µM; in the data active = inhibition above about 50%
Target sequence (P26358 504-1616 limits assumed): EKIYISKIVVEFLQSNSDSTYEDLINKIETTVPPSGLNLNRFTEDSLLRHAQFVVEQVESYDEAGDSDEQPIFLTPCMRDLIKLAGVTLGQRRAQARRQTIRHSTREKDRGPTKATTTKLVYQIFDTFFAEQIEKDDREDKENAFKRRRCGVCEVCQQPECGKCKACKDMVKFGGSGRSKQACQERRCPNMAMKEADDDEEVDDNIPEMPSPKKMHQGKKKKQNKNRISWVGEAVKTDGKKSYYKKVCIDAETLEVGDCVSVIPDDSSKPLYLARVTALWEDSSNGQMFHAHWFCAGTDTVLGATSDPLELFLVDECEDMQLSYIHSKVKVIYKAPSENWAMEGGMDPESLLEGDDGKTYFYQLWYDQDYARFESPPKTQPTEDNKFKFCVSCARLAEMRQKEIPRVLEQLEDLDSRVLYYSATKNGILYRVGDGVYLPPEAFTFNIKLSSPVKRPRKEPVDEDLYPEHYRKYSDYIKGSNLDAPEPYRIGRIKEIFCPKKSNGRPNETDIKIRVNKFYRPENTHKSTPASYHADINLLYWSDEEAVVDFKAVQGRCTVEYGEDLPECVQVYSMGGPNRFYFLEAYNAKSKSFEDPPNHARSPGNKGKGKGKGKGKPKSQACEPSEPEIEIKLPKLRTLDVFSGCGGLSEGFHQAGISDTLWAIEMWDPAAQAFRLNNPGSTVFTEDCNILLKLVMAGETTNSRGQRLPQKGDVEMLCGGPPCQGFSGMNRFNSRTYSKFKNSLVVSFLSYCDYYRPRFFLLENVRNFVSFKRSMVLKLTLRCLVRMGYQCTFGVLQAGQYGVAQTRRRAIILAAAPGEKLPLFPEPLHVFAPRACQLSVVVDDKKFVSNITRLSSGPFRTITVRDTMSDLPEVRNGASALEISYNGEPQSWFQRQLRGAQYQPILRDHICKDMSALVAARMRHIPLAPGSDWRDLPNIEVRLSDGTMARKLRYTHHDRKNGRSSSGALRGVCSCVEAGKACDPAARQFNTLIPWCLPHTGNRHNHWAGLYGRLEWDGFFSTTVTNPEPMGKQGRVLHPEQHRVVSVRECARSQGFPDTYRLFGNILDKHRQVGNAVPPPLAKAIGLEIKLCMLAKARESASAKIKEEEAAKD
Scp-1 inhibitor – inhibitors of human Scp-1 phosphatase | inhibition, % at 20 µM | Recombinant Scp1, phosphopeptide, malachite green phosphate absorbance | Q9GZU7 | actives 0.88% (n = 340,000);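 active = inhibition above about 50% at 20 µM, limit read from the data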;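 note: plate controls were DMSO wells with enzyme for no effect and wells lacking enzyme for full effect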
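Incubation: 45 min enzyme reaction at room temperature / System: truncated SCP-1 phosphatase (76-261aa) / Reagent: Phospho 17-mer peptide substrate / Buffer or medium: Acidic Tris acetate buffer with magnesium and detergent / Signal: absorbance at 630 nm / Doses: one concentration, 20 µM, with 1.0% DMSO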
Neddyl block – blocks human cullin neddylation. calls only at 25 µM. TR-FRET cullin neddylation, biochemical. AID 651699. actives 0.58% (n = 360,000). P61081+Q13564; in the data active = inhibition above about 36%
STEP inh – STEP (human) phosphatase inhibition; actives 0.25% (n = 360,000); AID 588621; inhibition, % at 20 µM; P54829; recombinant STEP, OMFP fluorogenic substrate, fluorescence;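 active = inhibition at 20 µM, scaled per plate between control wells, above about 37%, limit read from the data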;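 note: 0% = DMSO with enzyme and substrate and 100% = substrate only without enzyme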
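Material: STEP (striatal-enriched tyrosine phosphatase) enzyme, cell-free | Medium: 50 mM Bis-Tris pH 6.0 with 2.5 mM DTT and 0.005% Tween 20 | Read-out: Percent inhibition scaled to no-enzyme and uninhibited-enzyme controls, plate-pattern corrected | Signal: Fluorescence read at 480 nm ex / 540 nm em | Times: 20 min reaction, room temperature, in the dark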
SUMO1-SIM PPI – modulators of human SUMO1-mediated protein-protein interactions | P63165 | inhibition, % at 20 µM | SUMO1 binding to a labelled peptide, TR-FRET, 1 h | AID 602429 | actives 0.33% (n = 360,000); in the data active = inhibition above about 37%
NadD inh – blocks S. aureus nicotinate mononucleotide adenylyltransferase. AID 602399. inhibition, % at 20 µM. purified NadD enzyme, colorimetric absorbance read-out. actives 0.78% (n = 360,000); in the data active = inhibition above about 26%; note: some compounds past the cut are filed as inactive
Rin1 Abl inh – inhibitors of human Rin1-Abl protein interaction | P00519+Q13671 | TR-FRET Rin1/Abl binding, biochemical | inhibition, % at 7.35 µM | actives 0.4% (n = 360,000); in the data active = inhibition above about 5%, passing the limit was not always enough
CSN deneddyl inh – inhibitors of human CSN-mediated cullin deneddylation; inhibition, % at 12.5 µM; actives 0.38% (n = 360,000); Purified CSN, SCF-Nedd8-OG deneddylation, fluorescence polarization; Q92905;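 active = pattern-corrected inhibition above about 35%, with an unprinted fluorescence ratio check between 0.5 and 1.5, limit read from the data, passing the limit was not always enough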;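 note: 0% = enzyme with substrate and 100% = substrate without enzyme; some results filed as inactive read as strong as hits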
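Material: purified human Csn5 enzyme expressed in HEK293T cells / Medium: Tris buffer pH 7.5, NaCl, DTT, Tween-20, trehalose, ovalbumin / Compound dosing: 12.5 µM single point / Schedule: 90 min incubation of compound, enzyme and substrate at room temperature / Signal: fluorescence polarization of the substrate / Control set: no-enzyme wells high, enzyme-with-substrate wells low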
* hit, by the source's call; i = inactive; x = not tested or not shown.

(1) Cc1ccc(OCC(=O)N/N=C/c2ccccc2)c([N+](=O)[O-])c1
(2) COc1ccc(-c2nc(CS(=O)CC(=O)NCc3ccco3)c(C)o2)cc1 (stereo not drawn)
(3) C[C@H]1CN([C@@H](C)CO)C(=O)CCCn2cc(nn2)CO[C@@H]1CN(C)S(=O)(=O)c1ccc(Oc2ccccc2)nc1
(4) Cc1cc(=O)[nH]c(SCC(=O)Nc2ccc(Br)cc2)c1C#N
(5) F[B-](F)(F)COc1ccccc1
(6) O=[N+]([O-])c1ccc2c(c1)c1ccccc1n2CCO
(7) CC(C)CCN(C(=O)CNC(=O)c1cccs1)C(C(=O)NC1CCCCC1)c1cccnc1 (stereo not drawn)
(8) CCC(C)NC(=O)C1(O)c2ccccc2NC(=O)N1c1ccc(C)c(C)c1 (stereo not drawn)

Screen / compound no.	1	2	3	4	5	6	7	8
Rpn11 block	i	i	i	i	i	i	i	i
LMPTP inh	-1.0	-0.9	-1.2	-1.2	-1.4	1.1	-0.7	-0.8
DNMT1 block	1.0	3.6	-1.6	-4.5	6.2	0.3	10.6	-0.6
Scp-1 inhibitor	-3.7	-4.8	x	-11.5	12.3	5.0	-0.7	-1.1
Neddyl block	i	i	i	i	i	i	i	i
STEP inh	-1.8	-2.0	-3.9	2.1	-2.1	0.4	-0.2	0.0
SUMO1-SIM PPI	-16.7	-0.9	-0.3	5.0	0.0	-25.4	1.9	3.3
NadD inh	-4.2	0.2	3.3	6.9	1.1	5.2	2.7	-3.2
Rin1 Abl inh	1.4	1.3	-2.2	-1.7	0.2	1.6	-1.4	-1.3
CSN deneddyl inh	-4.9	-2.0	-2.0	0.5	2.3	3.2	2.5	-0.1

(9) COC(=O)C1=C(CS(=O)(=O)c2cc(Cl)ccc2OC)NC(=O)NC1c1ccc(O)c(OC)c1 (stereo not drawn)
(10) CC(=O)Nc1ccc(S(=O)(=O)Nc2ccccc2N2CCOCC2)cc1Cl
(11) CC(C)N=Cc1c(O)[nH]c2ccccc12
(12) CCN(CC(=O)Nc1ccc(NC(C)=O)cc1)C(=O)c1cc(C)on1
(13) CN(CCc1ccccc1)C(=O)c1ccc(NC(=O)Cc2ccc(NC(=O)C3CCN(S(=O)(=O)c4cccc([N+](=O)[O-])c4)CC3)cc2)cc1
(14) COc1ccc(NC(=O)CSc2ccc3nnc(-c4ccccn4)n3n2)cc1OC
(15) CC1(C)CC(=O)C2=C(C1)c1c(ccc3ccccc13)NC2c1ccc(OCC(=O)O)cc1 (stereo not drawn)
(16) CN(C)S(=O)(=O)c1ccc(N2CCCC2)c(C(=O)N2CCN(S(=O)(=O)c3ccc(F)c(F)c3)CC2)c1

Screen / compound no.	9	10	11	12	13	14	15	16
Rpn11 block	i	i	i	i	i	i	i	i
LMPTP inh	-0.8	-1.1	-0.6	-9.6	-0.5	1.0	2.1	-0.4
DNMT1 block	1.7	1.2	-2.7	-11.6	-9.1	0.5	16.1	-1.8
Scp-1 inhibitor	-4.7	-7.8	-2.8	-9.0	-10.9	-4.7	37.0	26.6
Neddyl block	i	i	i	i	i	i	x	i
STEP inh	-1.1	0.9	-1.2	-1.8	0.7	-2.8	7.4	-3.1
SUMO1-SIM PPI	1.6	-1.8	-2.9	-159.9	-8.6	5.9	-2.5	-0.5
NadD inh	-5.7	-0.4	-6.2	1.5	19.3	0.8	3.5	4.3
Rin1 Abl inh	-0.9	3.1	-3.0	0.2	0.1	-2.6	-1.7	3.2
CSN deneddyl inh	-0.1	2.7	3.0	0.8	2.2	-0.8	2.8	3.2

(17) CCOCCCNC(=S)Nc1cc(OCC)c(NC(=O)c2ccco2)cc1OCC
(18) CC(/C=C1\SC(=S)N(C(C(=O)O)C(C)C)C1=O)=C\c1ccccc1 (stereo not drawn)
(19) O=C(O)/C(=C\c1cccc([N+](=O)[O-])c1)c1ccc(S(=O)(=O)N2CCCCC2)s1
(20) COc1ccc(NS(=O)(=O)c2ccc(NC(C)=O)cc2)nn1
(21) COc1cc(Cn2cnnn2)ccc1O
(22) CC(=O)c1ccc(NS(=O)(=O)c2ccc3c(c2)CCC(=O)N3)cc1
(23) Cc1cc(C)n2nc3nc(N4CCCC4)nc(-c4ccccc4)c3c2n1
(24) Cc1ccc(NC(=O)CN(C)S(=O)(=O)c2cccc3nsnc23)cc1C

Screen / compound no.	17	18	19	20	21	22	23	24
Rpn11 block	i	i	i	i	i	i	i	i
LMPTP inh	1.1	1.4	4.4	0.3	-1.1	0.1	15.3	-0.5
DNMT1 block	-1.0	6.2	23.1	4.4	2.5	-0.2	8.5	-1.6
Scp-1 inhibitor	4.3	-9.3	52.0*	-6.2	-0.6	-0.7	-7.6	-13.2
Neddyl block	i	i	i	i	i	i	x	i
STEP inh	1.2	-0.1	2.4	-2.7	-0.7	-3.9	1.2	-1.2
SUMO1-SIM PPI	-1.0	-9.8	-12.4	-4.2	-4.2	2.0	18.8	-22.1
NadD inh	0.4	12.2	-2.9	-0.6	4.3	2.7	21.8	-5.0
Rin1 Abl inh	2.8	2.3	0.7	-1.2	5.1	0.2	-7.0	-1.1
CSN deneddyl inh	-4.3	5.0	6.1	-0.1	-4.0	-4.5	-1.0	3.9

(25) O=C(NCCCN1CCOCC1)c1cc2ccccc2o1
(26) CC1CCC2(CC1)NC(=O)N(CC(=O)NC(C)c1ccc(F)c(F)c1)C2=O (stereo not drawn)
(27) O=C(Nc1ccccc1)NC1CCN(Cc2nnnn2C2CCCCC2)CC1
(28) Cc1ccc(S(=O)(=O)NCC(=O)OCCOc2ccccc2F)cc1
(29) CS(=O)(=O)N(Cc1cccc(CN(C(C(=O)O)c2ccccc2)S(C)(=O)=O)c1)C(C(=O)O)c1ccccc1 (stereo not drawn)
(30) O=C1CCCC(O)=C1N=Nc1cccc(S(=O)(=O)N2CCOCC2)c1
(31) Cc1ccc(-c2cn(-c3ccccc3F)c(=S)[nH]2)cc1
(32) Cc1ccccc1CSc1nnc(-c2cccnc2)n1N

Screen / compound no.	25	26	27	28	29	30	31	32
Rpn11 block	i	i	i	i	i	i	i	i
LMPTP inh	-0.7	-1.6	-0.3	-0.6	-1.1	0.9	-0.3	-1.7
DNMT1 block	3.5	-0.9	1.0	3.7	6.2	4.3	-1.3	2.1
Scp-1 inhibitor	0.3	-2.7	-8.0	-7.5	-0.3	0.9	-3.7	-4.5
Neddyl block	i	i	i	i	i	i	i	i
STEP inh	1.3	-0.7	-2.9	-0.9	4.4	-0.4	-0.3	-3.0
SUMO1-SIM PPI	0.9	0.7	-2.0	6.2	5.0	-26.9	2.9	0.6
NadD inh	-1.7	9.2	-5.9	-7.5	-0.7	-19.5	-1.7	-7.0
Rin1 Abl inh	6.1	-4.6	-4.8	1.4	1.8	-0.2	3.2	-0.7
CSN deneddyl inh	-0.3	0.1	-5.5	-3.7	-2.6	5.1	2.9	1.6

(33) O=C(Nc1ccc(Cl)c(Cl)c1)Nc1ccccn1
(34) Cc1ccccc1N1CCN(c2ccccc2NC(=O)/C=C\C(=O)O)CC1
(35) CCCCCn1c(=O)[nH]c2cc(C(=O)NCCCN3CCCCC3)ccc2c1=O
(36) COc1cccc(Nc2nnc(Cc3cccnc3)c3ccccc23)c1
(37) COc1ccc(N2C(=O)CC2(/C=C/c2ccccc2OC)C(=O)NC2CCCC2)cc1 (stereo not drawn)
(38) COc1cc(C2=NOC(C(=O)Nc3ccc4c(c3)OCO4)C2)cc(OC)c1OC (stereo not drawn)
(39) COC(=O)c1cn(-c2nc(C)c3c(n2)CCC3)nn1
(40) Cc1cc2c(cc1S(=O)(=O)NCCc1ccc(Cl)cc1)OCC(=O)N2

Screen / compound no.	33	34	35	36	37	38	39	40
Rpn11 block	i	i	i	i	i	i	i	i
LMPTP inh	-1.1	-0.6	-4.8	2.3	0.2	2.8	-2.2	0.6
DNMT1 block	1.2	-1.1	0.9	-0.5	-9.8	-13.1	-4.3	1.8
Scp-1 inhibitor	-7.0	-2.0	0.3	11.4	-4.8	-13.1	-4.7	-9.2
Neddyl block	i	i	i	i	i	i	i	i
STEP inh	-3.6	-1.3	-0.6	0.1	-3.1	-1.9	-4.6	-2.0
SUMO1-SIM PPI	-0.5	6.3	2.3	-4.2	3.1	-1.0	-2.6	-2.0
NadD inh	-1.4	1.9	-7.9	-6.0	-4.9	0.4	2.0	-0.6
Rin1 Abl inh	1.1	-0.4	2.0	-1.6	3.6	0.5	-1.8	1.2
CSN deneddyl inh	-4.0	7.0	-2.2	1.9	0.5	5.8	0.8	6.2

(41) O=C(Nc1nc2ccc(S(=O)(=O)N3CCCC3)cc2s1)C1CCCO1 (stereo not drawn)
(42) CCc1ccc(CNCCNC(=O)c2ccco2)cc1
(43) O=C(NC(=S)Nc1ccccn1)c1cccc([N+](=O)[O-])c1
(44) CSc1ccc(/C=C(\NC(=O)c2ccco2)C(=O)N2CCCCC2)cc1
(45) Cc1ccc2nc(-c3ccc(N4C(=N)SC5CS(=O)(=O)CC54)cc3)sc2c1 (stereo not drawn)
(46) CCCOC(=O)c1ccc(N2C(=O)c3ccccc3C2=O)cc1
(47) O=C(CCNS(=O)(=O)c1ccc2[nH]c(=O)oc2c1)NCc1ccccc1
(48) COc1ccc(NC(=O)c2cc3c(Cl)nc4ccccc4c3s2)c(OC)c1
(49) COC(=O)CSc1nc2c(c(-c3ccc(O)cc3)c1C#N)CCCC2

Screen / compound no.	41	42	43	44	45	46	47	48	49
Rpn11 block	i	i	i	i	i	i	i	i	i
LMPTP inh	-1.9	5.7	0.4	-2.4	1.0	0.2	0.7	2.0	0.5
DNMT1 block	-3.4	2.5	-10.8	1.4	-4.4	-1.0	4.7	20.9	3.5
Scp-1 inhibitor	0.2	-15.2	-0.7	3.8	-6.7	-8.0	5.9	-4.4	-0.6
Neddyl block	i	i	i	i	i	i	i	i	i
STEP inh	-0.6	2.6	1.8	-3.4	-4.5	2.3	2.9	2.4	-2.7
SUMO1-SIM PPI	-0.4	-17.1	-29.8	-0.6	-12.5	-13.1	-0.3	5.1	3.7
NadD inh	3.2	16.6	3.5	1.2	4.0	-1.3	-3.7	-8.5	-2.3
Rin1 Abl inh	4.6	-3.2	1.9	1.3	-5.5	0.1	4.3	0.2	1.6
CSN deneddyl inh	-4.6	4.2	2.9	1.5	2.6	-6.8	2.7	-3.0	1.8
